Bcl-xL primary: blocks human Bcl-xL binding to Bim BH3 peptide; Q07817; GST-Bcl-xL / FITC-Bim BH3 peptide fluorescence polarization; inhibition, % at 10.9 µM; 320,000 tested, 0.7% active; AID 2129;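 active means inhibition above the mean of all tested compounds plus 3 SD, cutoff set per campaign, cut at about 30% in these data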;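 further: 0% = DMSO wells and 100% = unlabeled Bim-BH3 peptide competitor; inhibitors lower millipolarization by displacing the labeled peptide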
Target sequence (Q07817 whole entry, looked up): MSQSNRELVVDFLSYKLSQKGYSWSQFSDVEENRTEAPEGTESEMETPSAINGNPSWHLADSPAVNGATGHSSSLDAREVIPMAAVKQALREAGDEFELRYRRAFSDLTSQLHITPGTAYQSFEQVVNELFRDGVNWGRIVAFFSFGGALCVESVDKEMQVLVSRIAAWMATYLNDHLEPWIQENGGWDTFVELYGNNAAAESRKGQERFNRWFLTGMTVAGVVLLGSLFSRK
CIT2 TOR yeast: modulators of TOR pathway CIT2-GFP in S. cerevisiae; S. cerevisiae CIT2-GFP strain, flow cytometry, 3 h; 100 means same as DMSO wells; GFP response vs DMSO, % at 10 µM; 320,000 tested, 0.065% active; AID 2029;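 active means GFP response relative to DMSO above a set limit, near the screen mean plus 3 SD, cut at about 150% in these data; inconclusive means Fewer than 70 cells measured for a yeast strain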;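 further: ratio of well median GFP fluorescence to mean of DMSO wells on the plate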
GRK2 inh: inhibitors of human GRK2 displacing RNA aptamer | bead flow cytometry, FAM-aptamer displacement from GRK2 | 330,000 tested, 0.59% active | P25098 | inhibition of aptamer binding, % at 10 µM;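 active means inhibition of aptamer binding above 40%, roughly 3 SD of noise, on plates passing a quality check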;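 further: median bead fluorescence of bound FAM aptamer so fluorescent compounds give negative values; no value below 0 was filed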
Yeast superoxide: caloric restriction mimetics inhibiting age-related superoxide in yeast | superoxide response (% of plate mean), % at 10 µM | 330,000 tested, 0.18% active | S. cerevisiae aged cells, superoxide DHE fluorescence; hits give low values | AID 2690;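 active means superoxide response under a set limit, about three screen SD below normal, cut at about 65% in these data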;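 further: yeast aged for seven days with compound at 30 °C before DHE staining; 100% = average MFI of all compound-treated wells on the plate with controls excluded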
MCL1 BIM primary: inhibitors of human MCL1 binding to BIM-BH3 peptide. Q07820. GST-MCL1 / FITC-Bim-BH3 fluorescence polarization. inhibition, % at 10.9 µM. 320,000 tested, 0.68% active. AID 2057;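 active means inhibition above the mean inhibition of all tested compounds plus 3 SD, set per campaign, cut at about 40% in these data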;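 further: 0% = DMSO wells and 100% = unlabeled Bim-BH3 peptide control; higher means more loss of mP so more displacement of Bim peptide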
GLD-1 RNA inh: GLD-1-TGE RNA interaction inhibition (C. elegans); purified GLD-1 + fluorescein TGE RNA, fluorescence polarization; inhibition, % at 5.96 µM; 320,000 tested, 0.44% active; AID 2280;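 active means percent inhibition above a per-plate cutoff, the plate mean of test compounds plus 3 SD, cut at about 30% in these data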;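 further: 0% = DMSO wells with GLD-1 and probe and 100% = wells lacking GLD-1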
Target sequence (Q17339 whole entry, looked up): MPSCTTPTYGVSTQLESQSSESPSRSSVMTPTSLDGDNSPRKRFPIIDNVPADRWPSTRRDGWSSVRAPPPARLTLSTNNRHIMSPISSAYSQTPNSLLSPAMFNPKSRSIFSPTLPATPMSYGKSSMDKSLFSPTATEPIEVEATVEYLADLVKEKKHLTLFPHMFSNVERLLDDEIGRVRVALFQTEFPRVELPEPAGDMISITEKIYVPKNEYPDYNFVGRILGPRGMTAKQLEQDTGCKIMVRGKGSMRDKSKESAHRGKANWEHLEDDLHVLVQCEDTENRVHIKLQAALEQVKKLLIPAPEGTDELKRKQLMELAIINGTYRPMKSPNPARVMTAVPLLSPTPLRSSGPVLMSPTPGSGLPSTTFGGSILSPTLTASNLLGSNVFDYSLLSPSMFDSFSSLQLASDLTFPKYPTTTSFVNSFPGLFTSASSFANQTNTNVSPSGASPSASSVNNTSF
VLA-4 inh: inhibition in a human VLA-4 binding assay | P13612 | VLA-4 expressing cells, ligand binding flow cytometry | inhibition, % (about 7 µM as worked out from the volumes in the protocol) | 330,000 tested, 0.2% active | AID 2557; in the data active means inhibition above about 50%
MEX-5 binding: C. elegans MEX-5 TCR-2 RNA binding activity; activity score (negative = inhibition of binding), % at 10 µM; 300,000 tested, 0.38% active; MEX-5/FITC-TCR2 RNA binding, fluorescence polarization; hits give low values;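 active means inhibition past about -25% in most replicates, and total fluorescence under double the plate's negative control median, limit read from the data; inconclusive means replicates evenly split on the limit, or fluorescence at least double controls; inactive means too little inhibition in most replicates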;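 further: 0% = DMSO and -100% = 5 µM competing unlabeled TCR2 RNA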
AGP1 TOR yeast: yeast TOR pathway AGP1-GFP modulation; 320,000 tested, 0.02% active; GFP response vs DMSO, % at 10 µM; S. cerevisiae AGP1-GFP multiplex flow cytometry, 3 h; GFP as percent of DMSO wells;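 active means GFP response relative to DMSO above a set limit, near screen average plus 3 SD, cut at about 150% in these data; inconclusive means fewer than 70 cells counted for the yeast strain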;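 further: median GFP channel fluorescence of the gated AGP1 strain per well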
Active calls of the source: *; i = inactive; ? = inconclusive; · = no result given; + = active, no number; [ ] = dose if it differs, or a comment.

SMILES	Bcl-xL primary	CIT2 TOR yeast	GRK2 inh	Yeast superoxide	MCL1 BIM primary	GLD-1 RNA inh	VLA-4 inh	MEX-5 binding	AGP1 TOR yeast
Cc1noc(/C=C/N(C)C)c1S(=O)(=O)N1CCCC(C(=O)Nc2ccc(F)cc2F)C1 (centres undefined)	-9	106	3	87	-18	-13	12	5.0	105
C#CC(C)(CC)NC(=O)Cn1nnc(-c2cccc(C(F)(F)F)c2)n1 (centres undefined)	3	103	0	83	-4	-8	2	2.8	101
Cc1ccn2c(C=O)c(-c3ccc(F)cc3)c(C=O)c2c1	2	78	0	90	3	-7	-14	-0.1	?
CSC1=NCCN1C(=O)c1ccco1	-2	89	0	102	1	1	14	-2.6	100
O=C(c1cccs1)N1CCN(c2ncccn2)CC1	1	105	5	101	5	2	2	-1.1	103
CCC(CC)NC(=O)Cc1ccc(F)cc1	-2	+[may fluoresce green]	2	101	-2	-5	i	-0.2	251*[may fluoresce green]
CCOc1ccc(NC(=O)CCN2C(=O)c3ccccc3C2=O)cc1	5	101	0	107	1	0	17	0.9	99
CC(C)n1c(SCc2cc(=O)[nH]c3ccccc23)nc2c1c(=O)n(C)c(=O)n2C	8	97	1	106	0	1	-4	-1.8	98
Fc1ccccc1CNc1ncnc2sccc12	-3	98	0	88	-8	2	9	-2.2	95
CSc1ccc(CNC(=O)c2ccc(NC(=O)C3=CSCCO3)cc2)cc1	-13	109	1	92	-13	9	3	-3.7	101
O=C(NCCc1ccccc1F)C1CCC(=O)N(Cc2ccc(Cl)cc2)C1 (centres undefined)	5	112	2	95	0	-3	2	-2.7	99
COc1cc(C(Nc2ccc3c(c2)OCO3)C(=O)NC2CCCCC2)cc(OC)c1OC (centres undefined)	10	90	2	106	13	-3	14	-0.9	96
Cc1cc(C)c2c(N)c(C(=O)NN3CC(=O)N(c4ccccc4F)CC3=O)sc2n1	2	99	3	102	2	8	8	-0.8	99
Cc1ccccc1N1CCN(Cc2c(C#N)c3ccccc3n2C)CC1	4	102	1	104	2	4	5	0.9	88
COC(=O)C1C(=O)NC(SC)=C(C#N)C1c1ccccc1F (centres undefined)	1	102	0	84	6	3	13	-2.5	98
CCOC(=O)C(NC(=O)c1ccccc1)(Nc1cc(C)on1)C(F)(F)F (centres undefined)	7	89	3	90	6	8	7	2.5	97
C=CCOC(=O)C1=C(C)OC(N)=C(C#N)C1c1c(C)nn(-c2ccccc2)c1Cl (centres undefined)	-5	88	0	103	-12	-8	25	-0.7	102
COc1ccc(/C=C/C(=O)Nc2ccc3nc4n(c(=O)c3c2)CCCC4)cc1	7	99	0	92	-1	1	18	-3.1	98
COc1ccc(C2N(c3cc(C)on3)C(=O)C3CCCN32)cc1OC (centres undefined)	4	99	1	90	6	4	-4	1.3	104
CCS(=O)(=O)C1=NN2C(=N)/C(=C\c3ccc(OC(=O)c4ccco4)c(OC)c3)C(=O)N=C2S1	-2	114	3	100	-3	-4	15	6.6	83

Molecules listed so far that have a furan ring, fused or not, in the order listed:
SMILES	Bcl-xL primary	CIT2 TOR yeast	GRK2 inh	Yeast superoxide	MCL1 BIM primary	GLD-1 RNA inh	VLA-4 inh	MEX-5 binding	AGP1 TOR yeast
CSC1=NCCN1C(=O)c1ccco1	-2	89	0	102	1	1	14	-2.6	100
CCS(=O)(=O)C1=NN2C(=N)/C(=C\c3ccc(OC(=O)c4ccco4)c(OC)c3)C(=O)N=C2S1	-2	114	3	100	-3	-4	15	6.6	83

Carrying on:
SMILES	Bcl-xL primary	CIT2 TOR yeast	GRK2 inh	Yeast superoxide	MCL1 BIM primary	GLD-1 RNA inh	VLA-4 inh	MEX-5 binding	AGP1 TOR yeast
COc1ccc(S(=O)(=O)N2CCCCC2)cc1NC(=O)[C@@H]1CCCN1C(=O)c1cccs1	-1	95	1	137	2	5	20	·	90
CCN(CC)c1ccc(C=C(c2nnnn2-c2ccc(C)cc2)c2nnnn2-c2ccc(C)cc2)cc1	-8	104	0	96	-69	-28	-3	0.4	107
O=C(CNC(=O)c1cccs1)N/N=C/c1c(F)cccc1Cl	4	98	0	92	7	4	-11	1.8	100
NC(=O)COC(=O)CNC(=O)c1ccc(Cl)cc1	5	94	0	97	7	-4	12	-3.6	92
CC1(C)Cc2c(sc(NC(=O)C(=O)N3CCN(CCO)CC3)c2C(N)=O)CO1	5	100	0	97	1	-1	-5	0.7	107
CCC(=O)N1CCC2(CC1)Oc1ccc(F)cc1C(=O)C21CC(c2ccccc2)=NO1 (centres undefined)	5	96	0	99	10	0	-2	1.0	98
O=C(c1ccc(CS(=O)(=O)Cc2ccc(Cl)cc2)o1)N1CCCC1	4	99	3	105	2	11	-4	0.5	100
Cc1ccc(NC(=O)C(NC2CCCc3ccccc32)c2ccccc2)c([N+](=O)[O-])c1 (centres undefined)	7	95	0	88	-2	8	6	-0.5	98
Cc1cc(C)c2c(N)c(C(=O)Nc3ccc(C)c(C)c3)sc2n1	5	109	2	118	0	6	7	0.1	101
C/C(=N\NC(=O)c1ccccc1O)c1ccc(Br)s1	4	93	3	85	4	12	-2	0.2	119
CCc1cccc(CC)c1NC(=O)COC(=O)c1ccc(F)c(S(=O)(=O)N(CC)CC)c1	4	110	1	100	-1	2	18	-0.8	112
CC(=O)c1cccc(NC(=O)NC2CCCCCCC2)c1	-1	107	0	104	1	0	21	2.4	98
O=C(NNC(=S)Nc1ccccc1Cl)c1ccccc1Cl	4	103	0	96	11	7	-28	-9.0	98
COC(=O)c1ccc(CSc2ccc3nnc(-c4ccc(F)cc4)n3n2)o1	6	101	0	100	-5	0	-8	-2.1	98
Cc1cccc(N(CC(=O)NC2CCCCC2)C(=O)Cn2nnc(-c3ccc(C)o3)n2)c1	-6	103	0	102	4	1	10	-0.2	111
CN(c1ccccc1)S(=O)(=O)c1cccc(C(=O)NCCc2c[nH]c3ccccc23)c1	3	91	2	106	2	5	14	1.4	102
COc1ccc(C(=O)NC(=S)NCCO)cc1Br	-1	105	0	84	5	-5	12	1.2	111
C=CCOC(=O)CCC(=O)Nc1cc(OC)nc(OC)n1	1	97	2	97	0	2	3	2.1	100
O=S(=O)(c1ccc2nc(-c3ccco3)c(-c3ccco3)nc2c1)N1CCOCC1	20	90	11	102	26	10	14	0.1	95
CN(C(=O)CCNC(=O)Cn1cnc2ccccc2c1=O)c1ccccc1F	2	106	0	95	-4	0	0	1.4	103
O=C(CNC(=O)C(c1ccccc1)c1ccccc1)N/N=C/c1ccc(O)cc1O	3	96	1	92	9	3	-9	0.9	100
O=c1[nH]c2cc3c(cc2cc1CN(Cc1nnnn1CC1CCCO1)C1CCCC1)OCO3 (centres undefined)	20	100	1	101	23	13	22	1.6	99
Cc1cc(N/C=C\c2nnnn2-c2ccccc2)no1	-5	79	3	102	-4	0	-10	0.5	89
CCCC(=O)C1=C(O)C(C(=O)OC)C(C)(C)CC1=N (centres undefined)	-5	105	1	101	-4	-6	-8	2.8	106
COc1ccc(-c2[nH]nc3c2C(c2ccc(OC(=O)N4CCOCC4)cc2)C(C#N)=C(N)O3)cc1 (centres undefined)	4	100	2	117	-6	5	-8	·	111
CCn1c(Cc2ccccc2)nnc1SCC(=O)Nc1nnc(-c2ccccc2)s1	8	98	2	104	0	5	6	-3.0	104
CCCOc1ccc(N2C(=O)CC(NNC(=O)c3ccc(COc4ccccc4)o3)C2=O)cc1 (centres undefined)	1	105	0	98	7	2	3	-2.4	103
O=C(Cc1ccsc1)NNC(=O)c1ccccc1O	2	102	2	88	8	6	3	-10	110
CCC(C)NC(=O)CSC1=Nc2ccccc2C2=NC(CC(=O)NCc3ccccc3)C(=O)N12 (centres undefined)	1	102	6	86	-2	6	0	1.3	100
O=C(O)CSc1nnc(-c2ccncc2)n1Cc1ccccc1	1	91	2	103	-4	4	-1	-2.3	90
COc1cccc(CN2CC(C(=O)NCCOc3ccccc3)CCC2=O)c1 (centres undefined)	0	98	0	106	4	1	9	-2.1	106
COc1ccc(/C=C2\SC(=O)N(CC(=O)NCCCn3ccnc3)C2=O)cc1	5	91	1	109	8	5	7	-4.1	96
COc1ccccc1-c1cc2nc(C)c(CCC(=O)NCc3ccc(F)cc3)c(C)n2n1	-7	93	3	99	-10	-1	-6	2.6	99
Cc1[nH]n2c(=O)c3c(nc2c1-c1ccc(F)cc1)CCCC3	10	107	0	105	1	3	-5	-0.4	100
CC(=O)Nc1cccc(NC(=O)COc2ccc3c(c2)CCC3)c1	-4	99	1	100	-20	3	6	·	98
CC1(C)CC(=O)C(=CN2CCOCC2)C(=O)C1	4	99	1	95	-3	-1	2	1.0	101
Cc1ccc(C)c(OCCC(=O)OCC(=O)N2CCN(c3ccccc3)CC2)c1	4	87	0	101	0	-2	1	2.8	96
Cn1c(SCC(=O)Nc2ccc(N3CCOCC3)cc2)nnc1C1CC1	0	86	0	107	1	1	1	·	92
CCOc1ccc(NS(=O)(=O)c2ccc(C(=O)N3CCC3)cc2)cc1	-2	92	0	91	7	-4	4	1.4	82
COc1ccc(OC)c(CNc2ccc3c(c2)nc(C)n3C)c1	1	115	0	97	9	3	1	-1.2	105
COc1cc2oc(=O)c(Br)c(C)c2c(OC)c1OC	4	97	0	114	5	4	12	·	100
CN(CC(=O)Nc1ccccc1C(F)(F)F)C(=O)CSc1nnc(-c2ccncc2)n1C	·	103	7	110	·	9	2	·	110

Some of these compounds in order of count of non-hydrogen atoms, lowest first.
SMILES	Bcl-xL primary	CIT2 TOR yeast	GRK2 inh	Yeast superoxide	MCL1 BIM primary	GLD-1 RNA inh	VLA-4 inh	MEX-5 binding	AGP1 TOR yeast
Cc1cc(N/C=C\c2nnnn2-c2ccccc2)no1	-5	79	3	102	-4	0	-10	0.5	89
COc1ccc(OC)c(CNc2ccc3c(c2)nc(C)n3C)c1	1	115	0	97	9	3	1	-1.2	105
CC(=O)Nc1cccc(NC(=O)COc2ccc3c(c2)CCC3)c1	-4	99	1	100	-20	3	6	·	98
Cc1ccc(C)c(OCCC(=O)OCC(=O)N2CCN(c3ccccc3)CC2)c1	4	87	0	101	0	-2	1	2.8	96

High-throughput results from PubChem BioAssay.
